Screens as filed in PubChem BioAssay.
HT1080NT lethal: kills 2HG-producing HT-1080-NT fibrosarcoma cells | HT-1080-NT fibrosarcoma viability, CellTiter-Glo ATP luminescence, 48 h | Potency, µM (doses to about 46.1 µM), for inactives: top-dose activity, negative = less viability, most hits filed as cytotoxic | 360,000 tested, 1.6% active | AID 686970;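 further: NT is the 2HG producing partner of a matched IDH1 knockdown line; 0% = DMSO-treated cells and -100% = media-only wells without cells; nearly all actives have a fitted effect of over 55% in size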
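Viability of the 2HG-overproducing fibrosarcoma line after 48 hours of compound exposure at 37 degrees C was determined by luminescence with CellTiter-Glo, and concentration-effect curves were then fitted and categorized.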
HT1080 IDH1KD tx: kills HT-1080 cells with IDH1 knockdown | HT-1080 IDH1 knockdown viability, ATP luminescence, 48 h | Potency, µM (series often up to 46.1 µM), for the others: at the highest dose activity, negative = toxicity, hits mostly cytotoxic | 360,000 tested, 2% active | AID 686971;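 further: 0% = DMSO wells and -100% = cell-free medium wells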
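Luminescent ATP read-out (CellTiter-Glo, 10 min at room temperature) after 48 h compound exposure at 37 °C gave viability of IDH1-knockdown HT-1080 cells. Activity was normalised to DMSO and cell-free wells, then fitted as concentration-response curves.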
GLP1R inv ag: GLP-1 receptor (human) inverse agonism. HEK293 GLP-1R CRE-luciferase, luminescence, 24 h; GLP-1R form is constitutively active. Potency, µM (top dose mostly 38.3 µM), without a hit: top-dose activity change, negative = inhibition, actives largely listed as inhibitors. 410,000 tested, 1.6% active; further: on the % scale 0 is the no-effect control and ±100 the full control effect; nearly all actives have a fitted effect of over 55% in size
Target sequence (P43220 whole entry, looked up): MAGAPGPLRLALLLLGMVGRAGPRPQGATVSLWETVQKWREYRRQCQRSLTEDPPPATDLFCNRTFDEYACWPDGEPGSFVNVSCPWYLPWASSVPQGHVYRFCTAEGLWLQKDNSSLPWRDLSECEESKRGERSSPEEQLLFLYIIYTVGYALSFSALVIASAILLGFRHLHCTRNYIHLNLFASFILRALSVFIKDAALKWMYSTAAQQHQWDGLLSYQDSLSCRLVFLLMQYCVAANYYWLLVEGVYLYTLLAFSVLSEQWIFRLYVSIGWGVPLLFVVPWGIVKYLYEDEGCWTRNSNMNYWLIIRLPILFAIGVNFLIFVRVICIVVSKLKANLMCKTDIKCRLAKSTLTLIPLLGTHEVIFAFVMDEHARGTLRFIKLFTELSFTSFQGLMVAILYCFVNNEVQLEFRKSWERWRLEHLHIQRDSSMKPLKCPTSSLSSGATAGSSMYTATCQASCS
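Assay principle: reduced luminescence from a cAMP-responsive reporter in HEK293 cells co-expressing a constitutively active GLP-1R. Conditions: 24 hr compound incubation, 37 deg C, 5% CO2.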
KB-V1 MDR tox: kills drug-selected multidrug resistant KB-V1 cells. KB-V1 MDR cells viability, CellTiter-Glo, 72 h. Potency, µM (top dose mostly 46.1 µM), without a hit: at the top dose activity change, negative = cytotoxicity, actives largely listed as cytotoxic. 400,000 tested, 3.4% active. AID 1347076; further: on the % scale 0 is the no-effect control and ±100 the full control effect; nearly all actives have a fitted effect of over 60% in size
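Cytotoxicity via CellTiter-Glo luminescence after 72 h compound exposure at 37 degrees C. Cells: drug-selected KB-V1 line, DMEM phenol-red free plus 10% FBS. Compounds tested at multiple concentrations; normalized data fitted to concentration-effect curves.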
KB-3-1 tox: kills parental KB-3-1 adenocarcinoma cells | KB-3-1 viability, CellTiter-Glo ATP luminescence, 72 h | Potency, µM (titrated, usually from 46.1 µM), for the others: at the highest dose activity change, negative = cytotoxic, actives largely listed as cytotoxic | 400,000 tested, 1.4% active | AID 1347075; further: on the % scale 0 is the no-effect control and ±100 the full control effect; nearly all actives have a fitted effect of over 60% in size
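Cytotoxicity measured as CellTiter-Glo luminescence after 72 h at 37 C. Compound titrations were pinned onto drug-naive KB-3-1 parental adenocarcinoma cells grown in DMEM with 10% FBS, and normalized data fitted to concentration-response curves.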
TDP-43 yeast inh: rescues yeast growth from TDP-43 toxicity; Potency, µM (top dose mostly 46.1 µM), without a hit: at the highest dose growth rescue (activation), most hits filed as activators; TDP-43 expressing yeast growth rescue, BacTiter-Glo, 24 h; 410,000 tested, 1.8% active; further: % of control where 0% means no effect; nearly all actives have a fitted effect of over 50% in size
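Readout is BacTiter-Glo luminescence of cell growth, so inhibitors register as activators. TDP-43-expressing yeast at OD600=0.02 in galactose medium, after raffinose pregrowth to mid-log, were incubated with compound for 24 hr at 30 deg C.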
SW480 rereplic: induces DNA re-replication in SW480 colon adenocarcinoma cells. SW480 DNA re-replication, Hoechst DNA content imaging, 48 h. 340,000 tested, 1.8% active. Potency, µM (series often up to 46.1 µM), for the others: at the top dose re-replication activation, actives largely listed as activators; further: % of control where 0% means no effect; nearly all actives have a fitted effect of over 55% in size
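Readout is total intensity of Hoechst-stained nuclei, excited at 405 nm and collected at 500-530 nm. Compound treatment lasted 48 hr at 37 C in 5% CO2 before staining.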
GLP1R ag: GLP-1 receptor (human) agonism | P43220 | HEK293 GLP-1R CRE-luciferase, luminescence, 4-6 h; cells express a hypersensitive GLP-1R form | Potency, µM (top dose mostly 45.6 µM), inactives show at the top dose activation, usual class: activators | 380,000 tested, 0.007% active; further: % of control where 0% means no effect
HEK293 tox: cytotoxicity counter-screen for GLP-1 receptor inverse agonists. Potency, µM (top dose mostly 38.3 µM), for the others: top-dose activity change, negative = inhibition, hits mostly inhibitors. 410,000 tested, 0.13% active. HEK293 cAMP-luciferase reporter cells, luminescence, 24 h;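 further: loss of luciferase light is scored as toxicity; on the % scale 0 is the no-effect control and ±100 the full control effect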
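A 23 nL compound transfer followed 12 hours of cell culture at 37 deg C; exposure then lasted 24 hr. Luciferase assay detection reagent was dispensed and plates read for luminescence after a 12 min room-temperature wait.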
An asterisk follows results filed as active; ? = inconclusive; nt = no result given; [ ] = another dose, or the depositor's remark. The call rests on the fitted dose curve; in most records, active means well fitted curve in the direction sought with a large enough effect; inconclusive means small, poorly fitted or top-dose-only effect, or another doubt; inactive means no such curve, though single readings can be large; an effect the other way counts as inactive or inconclusive. Potency means the concentration at half of the fitted maximal effect.

Each structure is followed by: HT1080NT lethal, HT1080 IDH1KD tx, GLP1R inv ag, KB-V1 MDR tox, KB-3-1 tox, TDP-43 yeast inh, SW480 rereplic, GLP1R ag, HEK293 tox
- CCN(CCNC(=O)C1CCN(S(=O)(=O)c2cccc3cccnc23)CC1)c1ccccc1
  -2%, -5%, ?, -21%, -11%, 6%, ?, -1%, -1%
- CC(C)(C)NC(=O)CN(Cc1cccs1)C(=O)CNS(=O)(=O)c1ccc(F)cc1
  -7%, -3%, 17%, -5%, 0%, 21%, ?, -1%, 3%
- COc1cc(CCC(=O)Nc2nnc(C)s2)cc(OC)c1OC
  6.5µM*, 7.3µM*, -39%, ?, ?, -11%, 6.5µM*, -1%, -15%
- CCCCc1nc(Cl)c(C#N)c2c1CSC(C)(C)C2
  -2%, -4%, -6%, -10%, 12%, 4%, ?, 4%, 5%
- CCN(C(=O)COC(=O)/C=C/c1ccc(Cl)c(Cl)c1)c1c(N)n(Cc2ccccc2)c(=O)[nH]c1=O
  6%, 0%, 23%, -1%, -4%, 19%, 0%, 0%, 8%
- CCOC(=O)c1cc(NC(=O)CSc2nnc(CN3CCOCC3)n2C)ccc1Cl
  9%, 21%, 44%[activator], 7%, -19%, 8%, -2%, -2%, 6%
- CC1(C)Cc2c(c(-c3ccccc3)nc3sc4c(=O)[nH]c(=S)[nH]c4c23)CO1
  -4%, -1%, 30%[activator], 17%, 7%, 3%, -15%, 4%, 6%
- CCOC(=O)N1CCN(C(=S)Nc2cccc(C)c2C)CC1
  15%, 20%, -1%, 3%, 6%, 12%, 3%, -3%, -1%
- CCOC(=O)C1=C(C)C2C3C(=O)N(c4cc(C)ccc4C)C(=O)C3C1(C)C1C(=O)N(c3cc(C)ccc3C)C(=O)C21 (stereo not given)
  -16%, -17%, ?, ?, 3%, -1%, 14%, -4%, 5%
- Cc1nc2scc(C)n2c(=O)c1S(=O)(=O)Nc1cccc(C(F)(F)F)c1
  nt, nt, 11µM*, ?, -18%, ?, nt, nt, 2%
- CCOc1ccc(-c2csc(NC(=O)c3cccc(N4C(=O)CCC4=O)c3)n2)cc1
  11%, 9%, 18%, 16%, 14%, -9%, -11%, 7%, 2%
- C=CCNC(=O)c1ccc(CN2CCC(Cc3ccccc3)CC2)cc1
  -3%, 1%, -28%, 0%, -28%, 6%, ?, 4%, 4%
- COc1ccc(Cc2nc3ccc(C(=O)N4CCOCC4)cc3o2)cc1
  -4%, -6%, 11%, -26%, -10%, -10%, -5%, 5%, 4%
- COCCn1cnc2c1c(=O)n(CC(=O)NN)c(=O)n2Cc1ccccc1
  6%, 12%, -2%, 0%, 12%, -3%, -11%, 2%, 0%
- CC(C)(C)n1cnnc1Sc1ncccc1[N+](=O)[O-]
  0%, -1%, 8%, 10%, -1%, 10%, -11%, -1%, -32%
- O=C(Cn1c(=O)oc2cc(S(=O)(=O)N3CCCC3)ccc21)N1CCN(C2CCCCC2)CC1
  9%, 7%, -5%, -15%, ?, 20%, -9%, -5%, 7%
- COC(=O)c1c(NC(=O)c2ccco2)sc2c1CCC2
  -17%, -15%, 62%[activator], -3%, 3%, -3%, 2%, 14%, 60%[activator]
- COc1ccccc1N1CCN(C(=O)Cn2nc(C(F)(F)F)c3c2CCC3)CC1
  -6%, -3%, -25%, -12%, 3%, 15%, 3%[9.22 µM], -4%, 3%
- Cn1c(NCc2cccnc2)nc2c1c(=O)n(Cc1ccccc1F)c(=O)n2C
  -5%, -8%, 0%, 15µM*, ?, -20%, -8%, 0%, 9%
- O=C(C1=C(O)C(=O)N(Cc2ccccc2)C1c1ccco1)c1ccco1 (stereo not given)
  4%, 5%, 15%, 7%, 1%, 15%, -5%, -16%, 2%
- COc1ccc(C(=O)NCC(C)(C)N2CCOCC2)cc1S(=O)(=O)NCc1ccc(Cl)cc1
  4%, 0%, -20%, ?, 1%, 9%, -4%, 13%, -3%
- COc1ccc(N2C(=O)CSC2c2ccc(F)cc2)cc1 (stereo not given)
  -9%, 8%, -7%, 1%, 1%, 8%, -4%, 13%, -5%
- Cc1nn(-c2ccc(F)cc2)c2sc(C(=O)N3CCCCCC3)cc12
  -18%, -27%, 0%, -7%, 0%, 8%, 5%, -2%, -18%
- O=S1(=O)c2ccccc2C(CCO)N1Cc1ccccc1 (stereo not given)
  11%, 3%, 2%, 23%, 11%, -1%, -1%, -4%, -31%
- O=C(NCCCN1CCOCC1)c1cc(S(=O)(=O)N2CCOCC2)ccc1Cl
  1%, 16%, 7%, 12%, 5%, -10%, -7%, 0%, 9%
- Nc1nnnn1/N=C/c1cc(Cl)ccc1O
  4%, 5%, 10%, ?, 1%, 6%, 8%, 10%, 251%[activator]
- CC(C)c1ccc(C(C)NCCS(=O)(=O)c2ccc(Cl)cc2)cc1 (stereo not given)
  -17%, -29%, ?, ?, -9%, -9%, -2%, 0%, 9%
- C/C=C/c1ccc(OCCOc2ccc(C=O)cc2)c(OC)c1
  5%, 8%, 2%, 0%, 7%, 12%, -4%, 23%, 0%
- CC(C)Cn1c(CCNC(=O)c2ccco2)nc2ccccc21
  -1%, 6%, 1%, -19%, -7%, -2%, 0%, 3%, -3%
- O=C(COC(=O)c1ccc(F)cc1)NCC1CCCCC1
  10%, 5%, 10%, 11%, -9%, -2%, -3%, -5%, -5%
- CCN(C(=O)/C=C/c1ccc(OC)cc1)C1CCS(=O)(=O)C1 (stereo not given)
  7%, 8%, 0%, -1%, 7%, 0%, -46%, 12%, -4%
- CCCN(CCC)C(=O)c1nn(C)c2c1CSc1ccc(C)cc1-2
  nt, nt, ?, -2%, -5%, 4%, nt, nt, 0%
- CCSc1nsc(NC(=O)Nc2ccc(F)cc2F)n1
  ?, -28%, ?, 15µM*, ?, 6%, 0%, -4%, -30%
- O=C(c1ccc2[nH]c(=O)c(=O)[nH]c2c1)N1CCc2ccccc21
  4%, -2%, 2%, 10%, 3%, 19%, -5%, 6%, 5%
- NC(=O)c1ccccc1NC(=O)CSc1nc2ccccc2c(=O)[nH]1
  13µM*, ?, 5%, nt, nt, 6%, -7%, -5%, -5%
- O=Cc1cc2cc3c(cc2nc1Cl)OCCO3
  7%, -2%, 10%, 7%, -10%, -21%, -6%, 5%, 1%
- Cc1ccc2nc(SC(C)C(=O)NCc3ccc4c(c3)OCO4)[nH]c2c1 (stereo not given)
  -3%, -16%, ?, ?, -17%, 9%, -6%, 7%, -2%
- O=C(c1ccc(N2CCCCC2)c([N+](=O)[O-])c1)N1CCN(c2ccccn2)CC1
  7%, 1%, ?, 7%, 1%, 12%, -2%, 19%, -2%
- O=C(/C=C/c1ccc(F)cc1)NCc1cccs1
  17%, 26%, 5%, -14%, 25%, 0%, -1%, 8%, -4%
- CC(C)(C)C(=O)NC1CC2CCCC(C1)N2C(=O)Nc1ccccc1F (stereo not given)
  10%, 13%, 7%, 1%, 7%, -6%, -3%[9.22 µM], -8%, 3%
- O=C(c1cc(-c2ccncc2)nc2ccccc12)N1CCN(c2ccccn2)CC1
  7.9µM*, 5.6µM*, -2%, ?, 13µM*, -27%, 18µM*, 17%, -6%
- C(=C\c1ccccc1)/CN1CCN(C(c2cc3ccccc3o2)c2nnnn2C2CCCC2)CC1 (stereo not given)
  16%, 12%, 3%, -4%, ?, 8%, nt, -7%, 1%
- CN(C)c1ccc(-n2cccc2/C=N/n2cnnc2)cc1
  16%, 20%, -23%, 1%, 19%, 22%, 11%, -6%, 4%[1.53 µM]
- O=C(Nc1cc(F)ccc1F)C1COc2ccccc2C1 (stereo not given)
  nt, nt, -3%, 26%, -2%, 9%, nt, nt, 8%
- Cc1c(Cl)cccc1N=C(N)N=C(N)N
  3%, 13%, 0%, -9%, -3%, 2%, -3%, 0%, -1%
- N#CC(C(=O)c1ccccc1)=C1SCCS1
  14%, 12%, 23%, -10%, -1%, ?, -8%, 10%, 18%
- Cn1cccc1CNC(=O)Nc1ccc(Cl)c(Cl)c1
  -14%, -12%, ?, -2%, -2%, -1%, -5%[9.22 µM], -16%, -16%
- CCc1cccc(NC(=O)CSc2ncc3c(n2)-c2ccc(Cl)cc2N(Cc2ccccc2)S3(=O)=O)c1
  nt, nt, -1%, 0%, -9%, 0%, nt, nt, 3%
- O=C(CCN1C(=O)/C(=C/c2ccc(F)cc2)SC1=S)NCCc1ccc(O)cc1
  -6%, 5%, ?, 26%, 2%, 24%, -3%, -7%, -16%
- CCS(=O)(=O)Nc1ccc(C2=NN(S(=O)(=O)CC)C(c3cccs3)C2)cc1 (stereo not given)
  3%, 2%, -11%, 13%, -1%, 14%, 6%, 1%, -9%
- O=C(NCc1ccc(N2CCCC2=O)cc1)c1ccc(F)cc1
  10%, 28%, 3%, -15%, -5%, -1%, 1%, 5%, 5%
- CSc1nc(-c2ccccc2)c(C#N)c(=O)[nH]1
  0%, -4%, 12%, 7%, -4%, -4%, -1%, -3%, -3%
- C[C@H](CO)N1C[C@H](C)[C@@H](CN(C)C(=O)NC2CCCCC2)Oc2ccc(NC(=O)Cc3ccccc3)cc2C1=O
  7%, 1%, 9%, 0%, 0%, 8%, 2%, 2%, -5%
- CCN(CC)c1ccc(N2C(=O)/C(=C/c3cccnc3)SC2=S)cc1
  16%, 2%, 4%, -7%, -2%, 5%, -10%, 2%, 6%
- Cc1nnc(NC(=O)CSc2n[nH]c(-c3ccccc3)n2)s1
  5%, 5%, 18%, 3%, 2%, 17%, -22%, -4%, 2%
- CC1(c2ccc([N+](=O)[O-])cc2)Nc2ccccc2S1 (stereo not given)
  ?, 21µM*, 14%, 13%, 11%, ?, -1%, 13%, -1%

For reference, part of the list above:
Each structure is followed by: HT1080NT lethal, HT1080 IDH1KD tx, GLP1R inv ag, KB-V1 MDR tox, KB-3-1 tox, TDP-43 yeast inh, SW480 rereplic, GLP1R ag, HEK293 tox
- Cc1nnc(NC(=O)CSc2n[nH]c(-c3ccccc3)n2)s1
  5%, 5%, 18%, 3%, 2%, 17%, -22%, -4%, 2%
- CC1(c2ccc([N+](=O)[O-])cc2)Nc2ccccc2S1 (stereo not given)
  ?, 21µM*, 14%, 13%, 11%, ?, -1%, 13%, -1%
